NSD2 HMT inh – inhibitors of human histone methyltransferase NSD2; O96028; NSD2 peptide methylation, AlphaScreen, 120 min; inhibition, % at 12.5 µM; 310,000 tested, 0.54% active; AID 743445; in the data active means inhibition above about 50%
Target sequence (O96028 whole entry, looked up): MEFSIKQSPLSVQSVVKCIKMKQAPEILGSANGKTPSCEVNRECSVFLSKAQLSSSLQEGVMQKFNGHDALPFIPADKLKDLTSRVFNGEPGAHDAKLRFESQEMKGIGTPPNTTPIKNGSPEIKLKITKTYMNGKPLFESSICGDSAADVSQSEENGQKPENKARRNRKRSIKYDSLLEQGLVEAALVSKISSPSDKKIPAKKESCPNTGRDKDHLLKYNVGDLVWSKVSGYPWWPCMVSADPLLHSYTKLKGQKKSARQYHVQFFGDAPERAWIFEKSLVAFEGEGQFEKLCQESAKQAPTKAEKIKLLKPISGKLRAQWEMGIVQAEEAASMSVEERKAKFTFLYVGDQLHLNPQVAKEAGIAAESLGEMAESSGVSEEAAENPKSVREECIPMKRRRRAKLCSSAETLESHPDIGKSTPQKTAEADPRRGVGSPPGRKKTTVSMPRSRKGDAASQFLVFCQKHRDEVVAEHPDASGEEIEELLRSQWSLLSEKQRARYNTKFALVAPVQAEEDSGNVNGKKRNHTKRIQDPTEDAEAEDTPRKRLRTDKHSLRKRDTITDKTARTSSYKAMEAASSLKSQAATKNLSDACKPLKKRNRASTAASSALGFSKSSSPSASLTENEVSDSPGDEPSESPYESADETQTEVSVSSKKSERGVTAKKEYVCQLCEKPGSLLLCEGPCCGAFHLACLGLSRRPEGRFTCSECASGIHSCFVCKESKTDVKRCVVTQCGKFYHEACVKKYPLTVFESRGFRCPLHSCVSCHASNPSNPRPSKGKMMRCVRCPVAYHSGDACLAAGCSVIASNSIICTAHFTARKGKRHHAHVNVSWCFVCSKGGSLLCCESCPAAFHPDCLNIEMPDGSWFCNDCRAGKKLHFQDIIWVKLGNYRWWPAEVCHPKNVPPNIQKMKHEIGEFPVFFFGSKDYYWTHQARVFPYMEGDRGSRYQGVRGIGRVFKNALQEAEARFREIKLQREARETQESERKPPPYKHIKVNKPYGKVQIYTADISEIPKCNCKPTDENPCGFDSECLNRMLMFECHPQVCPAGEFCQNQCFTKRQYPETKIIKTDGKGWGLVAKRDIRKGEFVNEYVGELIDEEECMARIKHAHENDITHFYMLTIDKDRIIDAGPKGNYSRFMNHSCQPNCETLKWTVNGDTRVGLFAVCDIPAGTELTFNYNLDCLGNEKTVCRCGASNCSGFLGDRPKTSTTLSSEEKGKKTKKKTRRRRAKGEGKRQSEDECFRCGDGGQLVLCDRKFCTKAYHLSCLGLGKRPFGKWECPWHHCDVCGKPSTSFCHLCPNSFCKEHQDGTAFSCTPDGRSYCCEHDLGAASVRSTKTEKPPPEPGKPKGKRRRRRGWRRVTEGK
Wnt bcat act – Wnt/beta-catenin pathway activation; Wnt/beta-catenin reporter cell assay, activator, plate reader; activation, % at 9.35 µM; 300,000 tested, 1.2% active; AID 743398; in the data active means activation above about 30%, passing the limit was not always enough; inconclusive means no clear call, values can overlap the other calls;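 further: 0% = neutral control wells and 100% = positive control wells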
MITF act – increases MITF-driven TRPM1 promoter luciferase signal | SK-MEL-5 TRPM1-promoter luciferase, 24 h; % of positive control, neutral wells = 0 | activation, % at 12.5 µM | 300,000 tested, 0.75% active | AID 588334;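 active means mean activation of at least 80% with every replicate also reaching 80%; inconclusive means mean reaches 80% but some replicate falls short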;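 further: 0% = neutral control wells and 100% = parthenolide positive control wells; values of inactives mirror those of a sister screen read the other way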
dFosB activator – activators of mouse delta FosB homodimer. P13346. purified delta FosB, TAMRA-CDK5 oligo fluorescence polarization; percent of positive-control signal above neutral wells. activation, % at 25 µM. 340,000 tested, 0.99% active. AID 493131;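 active means mean activation above about 17%, with every replicate also reaching it, limit read from the data, passing the limit was not always enough; inconclusive means only one of the two conditions met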;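 further: fluorescence polarization rise as delta FosB binds a TAMRA Cdk5 AP-1 oligo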
CDK5 p35 inh – CDK5/p35 (human) kinase inhibition; Q00535+Q15078; Recombinant CDK5/p35, ADP-Glo luminescence, 60 min; inhibition, % at 10 µM; 330,000 tested, 0.01% active; AID 488839;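 active means highest replicate inhibition of at least 50% and at least 75% of replicates reaching 50%; inconclusive means only one of the two criteria met; inactive means both criteria failed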;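 further: plate controls were DMSO neutral control for no effect and GW8510 at 10 µM for full effect; many of its hits are not listed in these tables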
V-ATPase pHluor – yeast V-ATPase proton transport regulation by pHLuorin | AID 504577 | 350,000 tested, 0.37% active | response, % at 10 µM | S. cerevisiae, pHLuorin cytosolic pH fluorescence; in the data active means response mostly above about 7.3%, no sharp cut-off; inactive means mostly below about 5.4%; further: actives read high; inactives centre near 0; some compounds called inactive have numbers as strong as hits; reference of the scale not given here
HTR5A inv ctr – HTR5A inverse agonism, opioid heterodimer counter-screen. inhibition, % at 9.3 µM. 340,000 tested, 0.083% active. HTR5A cell line, luminescence. AID 504634; in the data active means inhibition mostly above about 23%, no sharp cut-off; inactive means mostly below about 18%;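 further: 0% = cells with DMSO and 100% = no-cell wells with DMSO; some compounds called inactive have numbers as strong as hits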
PvdQ acylase – P. aeruginosa PvdQ acylase inhibition. purified PvdQ acylase, fluorescence plate reader. inhibition, % at 10 µM. 340,000 tested, 0.063% active; in the data active means inhibition above about 30%, passing the limit was not always enough; inconclusive means no clear call, values can overlap the other calls;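 further: 0% = vehicle neutral wells and 100% = reference inhibitor wells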
SR-BI DiI inh – blocks mouse SR-BI lipid uptake from DiI-HDL | Q61009 | ldlA[mSR-BI] CHO cells, DiI-HDL uptake fluorescence, 3 h | inhibition, % at 12.5 µM | 320,000 tested, 0.96% active;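 active means mean replicate inhibition of at least 70% and a set share of replicates each scoring 70 or more; inconclusive means meets just one of the two criteria; inactive means fails both criteria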;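 further: 0% = median of neutral control wells and 100% = median of positive control wells; values of inactives mirror those of a sister screen read the other way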
HTR5A ag ctr – HTR5A agonism, opioid heterodimer counter-screen; P47898; 340,000 tested, 0.61% active; HTR5A agonist assay, luminescence, cell-based; activation, % at 9.3 µM; in the data active means activation mostly above about 9.5%, no sharp cut-off; inactive means mostly below about 7.6%;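 further: 0% = cells with vehicle only and 100% = reference agonist; strong numbers were not always called active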
An asterisk follows results filed as active; & = joins results of further samples.

Screening O=[N+]([O-])c1ccccc1OCCCOc1cccc2cccnc12 returned NSD2 HMT inh 1, Wnt bcat act 13, dFosB activator -13, CDK5 p35 inh -0.6, V-ATPase pHluor 2, HTR5A inv ctr -2, PvdQ acylase -14, SR-BI DiI inh 13 and HTR5A ag ctr 1.
O=C(CNC1CCCCC1)Nc1cc(S(=O)(=O)N2CCOCC2)ccc1Cl was read as NSD2 HMT inh -2, Wnt bcat act -4, MITF act 7, dFosB activator -7, CDK5 p35 inh 1.7, V-ATPase pHluor -1, HTR5A inv ctr -4, PvdQ acylase -2, SR-BI DiI inh -5 and HTR5A ag ctr 1.
For c1csc(Cn2c(-c3cccs3)nc3ccccc32)c1 the results were NSD2 HMT inh -1, Wnt bcat act 0, dFosB activator -13, CDK5 p35 inh -2.7, V-ATPase pHluor -7, HTR5A inv ctr -45, PvdQ acylase 2, SR-BI DiI inh -2 and HTR5A ag ctr 6.
For O=[N+]([O-])c1cccc(S(=O)(=O)NCc2ccccn2)c1 the results were NSD2 HMT inh 3, Wnt bcat act 0, dFosB activator 3, CDK5 p35 inh 0.2, V-ATPase pHluor -2, HTR5A inv ctr -5, PvdQ acylase -4, SR-BI DiI inh 3 and HTR5A ag ctr 2.
Screening O=C(Cc1ccccc1)N/N=C/c1ccc(-c2ccc([N+](=O)[O-])cc2)o1 returned NSD2 HMT inh -3, MITF act 7, dFosB activator 0, CDK5 p35 inh 1.7, V-ATPase pHluor 0, HTR5A inv ctr -17, PvdQ acylase 7, SR-BI DiI inh 15 and HTR5A ag ctr 5.
CCOC(=O)N1CCN(C(=O)/C=C/c2ccc(OC)cc2)CC1 was read as NSD2 HMT inh 0, Wnt bcat act 3, MITF act 1, dFosB activator -3, CDK5 p35 inh 3.2, V-ATPase pHluor 4, HTR5A inv ctr -12, PvdQ acylase 9, SR-BI DiI inh -9 and HTR5A ag ctr -2.
Screening Cc1cc[n+](CC(=O)c2cc3ccccc3oc2=O)cc1 returned NSD2 HMT inh 22, Wnt bcat act -1, MITF act -7, dFosB activator -9, CDK5 p35 inh 0.6, V-ATPase pHluor -3, HTR5A inv ctr 0, PvdQ acylase -9, SR-BI DiI inh -12 and HTR5A ag ctr -2.
Cc1cc2oc(=O)cc(CSc3nc(N)cc(N)n3)c2cc1C(C)C was read as NSD2 HMT inh -1, MITF act -9, dFosB activator -1, CDK5 p35 inh 0.1, V-ATPase pHluor 2, HTR5A inv ctr 15, PvdQ acylase -1, SR-BI DiI inh 34 and HTR5A ag ctr -6.
`COc1cccc(NC(=O)CSc2ncnc3c2oc2ccccc23)c1` gave Wnt bcat act 1, MITF act -1, dFosB activator -18, CDK5 p35 inh 0.3, V-ATPase pHluor -4, HTR5A inv ctr -8, PvdQ acylase 11, SR-BI DiI inh -4 and HTR5A ag ctr 3.
For CCN(CC)C(=O)CSc1nnc(-c2ccccn2)n1-c1ccccc1OC the results were NSD2 HMT inh 0, Wnt bcat act -1, MITF act -2, dFosB activator -3, CDK5 p35 inh 0.0, V-ATPase pHluor 1, HTR5A inv ctr -7, PvdQ acylase -4, SR-BI DiI inh 10 and HTR5A ag ctr 1.
Screening CC1(c2cccc(Br)c2)NC(=O)NC1=O (stereo not drawn) returned NSD2 HMT inh -6, Wnt bcat act -1, MITF act 2, dFosB activator 1, CDK5 p35 inh -6.3, V-ATPase pHluor 2, HTR5A inv ctr -10, PvdQ acylase -14 and HTR5A ag ctr 0.
Screening Cc1ccc(C(=O)NC2CC3CCC(C2)N3C)cc1 (stereo not drawn) returned NSD2 HMT inh 0, Wnt bcat act -1, MITF act 9, dFosB activator -10, CDK5 p35 inh 0.6, V-ATPase pHluor 0, HTR5A inv ctr 0, PvdQ acylase -8, SR-BI DiI inh -38 and HTR5A ag ctr 0.
`CCOc1ccc(C(C)=O)cc1Cn1c(=O)oc2ccccc21` gave NSD2 HMT inh 2, Wnt bcat act 0, MITF act -9, dFosB activator -2, CDK5 p35 inh 0.8, V-ATPase pHluor -2, HTR5A inv ctr -2, PvdQ acylase -7, SR-BI DiI inh 0 and HTR5A ag ctr 1.
N#CC(c1cccc(Cl)c1)c1ncc(C(F)(F)F)cc1Cl (stereo not drawn) was read as NSD2 HMT inh -2, dFosB activator 2, CDK5 p35 inh -1.0, V-ATPase pHluor 3, HTR5A inv ctr -1, PvdQ acylase 52*, SR-BI DiI inh 5 and HTR5A ag ctr -6.
`CCCCCC(O)(c1ccc(OC)cc1)C(CN1CCOCC1)c1ccccc1` (stereo not drawn) gave NSD2 HMT inh 1, Wnt bcat act -2, MITF act 5, dFosB activator -10, CDK5 p35 inh 0.6, V-ATPase pHluor -3, HTR5A inv ctr 6, PvdQ acylase 1, SR-BI DiI inh -14 and HTR5A ag ctr -2.
For Cc1noc(C)c1CSc1ccc(Br)cc1 the results were NSD2 HMT inh -2, Wnt bcat act 0, MITF act 6, dFosB activator 1, CDK5 p35 inh 0.0, V-ATPase pHluor 1, HTR5A inv ctr -6, PvdQ acylase 4, SR-BI DiI inh -18 and HTR5A ag ctr 3.
Screening COc1cc(OC)cc(-c2c(C#Cc3ccsc3)c3cc(-c4ccccc4OC)ccc3n2C)c1 returned Wnt bcat act -1, MITF act -1, dFosB activator -9, CDK5 p35 inh -0.7, V-ATPase pHluor -2, HTR5A inv ctr 16, PvdQ acylase -24, SR-BI DiI inh 35 and HTR5A ag ctr -4.
Cc1noc(C)c1COC(=O)c1cc2c3ccccc3n(C)c2s1 was read as NSD2 HMT inh -1, Wnt bcat act 2, MITF act -8, dFosB activator -5, CDK5 p35 inh -1.1, V-ATPase pHluor -6, HTR5A inv ctr 7, PvdQ acylase 3, SR-BI DiI inh 16 and HTR5A ag ctr 5.
Screening O=C(CCSCc1ccccc1Cl)N1CCN(c2ccccn2)CC1 returned NSD2 HMT inh 1, MITF act 43, dFosB activator -9, CDK5 p35 inh -0.4, V-ATPase pHluor 0, HTR5A inv ctr -12, PvdQ acylase -15, SR-BI DiI inh -8 and HTR5A ag ctr -3.
`O=C(COC(=O)c1ccccc1Br)Nc1cc(S(=O)(=O)N2CCOCC2)ccc1N1CCCC1` gave NSD2 HMT inh 0, Wnt bcat act -1, MITF act 9, dFosB activator -2, CDK5 p35 inh -1.9, V-ATPase pHluor 0, HTR5A inv ctr -20, PvdQ acylase -2, SR-BI DiI inh 6 and HTR5A ag ctr 7.
Screening COc1cc(CN2CCN(C(=O)c3ccccc3F)CC2)cc(OC)c1OC returned NSD2 HMT inh 1, Wnt bcat act 2, dFosB activator 2, CDK5 p35 inh -0.8, V-ATPase pHluor 2, HTR5A inv ctr -5, PvdQ acylase -9, SR-BI DiI inh -1 and HTR5A ag ctr 4.
Screening CC1CCN(c2c(NCC3CCC(C(=O)NCCc4ccccc4)CC3)c(=O)c2=O)CC1 (stereo not drawn) returned Wnt bcat act -4, MITF act -14, dFosB activator -11, CDK5 p35 inh 0.1, V-ATPase pHluor 0, HTR5A inv ctr 4, PvdQ acylase -3, SR-BI DiI inh 2 and HTR5A ag ctr -1.
`CCc1ccc(/C=C2/SC(=S)N(CCC(=O)Nc3ccc(C(=O)O)cc3)C2=O)cc1` gave NSD2 HMT inh 3, Wnt bcat act 17, MITF act 13, dFosB activator -2, CDK5 p35 inh 0.0, V-ATPase pHluor -1, HTR5A inv ctr 5, PvdQ acylase 1, SR-BI DiI inh -14 and HTR5A ag ctr -1.
Cc1ccc(C(=O)c2ccc(N3CCOCC3)c(F)c2)cc1 was read as NSD2 HMT inh -11, MITF act 42, dFosB activator -9, CDK5 p35 inh 0.2, V-ATPase pHluor 1, HTR5A inv ctr -17, PvdQ acylase -5, SR-BI DiI inh 3 and HTR5A ag ctr 6.
Screening COc1ccc(-c2cc3ccccc3cn2)cc1 returned Wnt bcat act 27, MITF act 18, dFosB activator -7, CDK5 p35 inh 1.0, V-ATPase pHluor 4, HTR5A inv ctr 3, PvdQ acylase inconclusive, SR-BI DiI inh 37 and HTR5A ag ctr 2.
`O=C(NC(=S)Nc1ccc(N2CCOCC2)cc1)c1cccc(Cl)c1` gave NSD2 HMT inh 4, Wnt bcat act -1, MITF act 18, dFosB activator 4, CDK5 p35 inh -0.6, V-ATPase pHluor -4, HTR5A inv ctr 25, PvdQ acylase 6, SR-BI DiI inh 15 and HTR5A ag ctr 1.
Screening CCNc1nc(N)nc(-c2cc(Cl)ccc2O)n1 returned NSD2 HMT inh -4, MITF act 35, dFosB activator 0, CDK5 p35 inh 35, V-ATPase pHluor 6, HTR5A inv ctr -6, PvdQ acylase -5, SR-BI DiI inh 13 and HTR5A ag ctr 1.
For CC(C)=CCC/C(C)=C/CNC(=O)C[C@H]1C[C@H](C(=O)N2CCCCC2)[C@@]2(CCc3ccccc3)c3[nH]c4cc(-c5ccco5)ccc4c3CCN2C1=O the results were MITF act 1, dFosB activator 3, CDK5 p35 inh 0.1, V-ATPase pHluor -3, HTR5A inv ctr 9, PvdQ acylase -21, SR-BI DiI inh 2 and HTR5A ag ctr -3.
For CCOC(=O)C1=C(O)/C(=C\c2ccc(CNC(=O)C(=O)Nc3ccccc3)o2)N=C1C the results were NSD2 HMT inh 2, MITF act 7, dFosB activator -7, CDK5 p35 inh -5.1, V-ATPase pHluor -2, HTR5A inv ctr -19, PvdQ acylase -12, SR-BI DiI inh -40 and HTR5A ag ctr -1.
For Cc1ccccc1OC(C)C(=O)NC1CCCC1 (stereo not drawn) the results were NSD2 HMT inh 1, MITF act -4, dFosB activator 16, CDK5 p35 inh 1.7, V-ATPase pHluor 1, HTR5A inv ctr -4, PvdQ acylase 3, SR-BI DiI inh -2 and HTR5A ag ctr -6.
`Cc1c(N=C/C=C2/N(C)c3ccccc3C2(C)C)c(=O)n(-c2ccccc2)n1C` gave NSD2 HMT inh 6&-1, Wnt bcat act -2, MITF act 20&4, dFosB activator -2&-5, CDK5 p35 inh 0.1&-0.6, V-ATPase pHluor 1&13, HTR5A inv ctr -85&-89, PvdQ acylase -9&-4, SR-BI DiI inh -8&14 and HTR5A ag ctr 22*.
For CCN(CC)CCCN(C(C)=O)c1nc(-c2cc(OC)ccc2OC)cs1 the results were NSD2 HMT inh 26, dFosB activator 8, CDK5 p35 inh 0.7, V-ATPase pHluor -3, HTR5A inv ctr -12, PvdQ acylase -5, SR-BI DiI inh -19 and HTR5A ag ctr 3.
O=C(CC1C(=O)NCCN1C(=O)Nc1ccc(F)cc1)Nc1cc(Cl)ccc1Cl (stereo not drawn) was read as NSD2 HMT inh -4, Wnt bcat act -2, MITF act -6, dFosB activator -6, CDK5 p35 inh 2.5, V-ATPase pHluor 4, HTR5A inv ctr -20, PvdQ acylase -6, SR-BI DiI inh -10 and HTR5A ag ctr 5.
For Nc1ccccc1C(=O)N1O[C@@H]2C=C[C@H]1C2 the results were Wnt bcat act -2, MITF act 4, dFosB activator -5, CDK5 p35 inh -0.4, V-ATPase pHluor -1, HTR5A inv ctr 11, PvdQ acylase -21, SR-BI DiI inh -26 and HTR5A ag ctr -3.
For CCOc1ccccc1OCCCNCc1ccccc1 the results were NSD2 HMT inh 16, Wnt bcat act -1, dFosB activator -4, CDK5 p35 inh -0.5, V-ATPase pHluor -1, HTR5A inv ctr -4, PvdQ acylase -19, SR-BI DiI inh -6 and HTR5A ag ctr 1.
For Cc1ccc(CN2CC(C(=O)NNC(=O)Cn3ccc(C(F)(F)F)n3)CC2=O)cc1 (stereo not drawn) the results were NSD2 HMT inh -2, Wnt bcat act -2, MITF act 2, dFosB activator 3, CDK5 p35 inh -0.4, V-ATPase pHluor 3, HTR5A inv ctr 1, PvdQ acylase -2, SR-BI DiI inh -22 and HTR5A ag ctr -4.
